Screening results (PubChem)
TEAD-YAP inh: TEAD-YAP interaction inhibition; 640,000 tested, 1.4% active; AID 1259422; inhibition, % at 9.12 µM; HEK-TIYL cells, TEAD-Gal4/YAP UAS-luciferase luminescence; in the data active = inhibition above about 32%;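 also: 0% = median of test compound wells and 100% = reference inhibitor wells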
FBW7 activator: activators of human E3 ligase FBW7 | 650,000 tested, 0.13% active | AlphaScreen FBW7–phospho-cyclin E peptide binding, activator screen | normalized activity (activation), % at 26.1 µM | Q969H0; in the data active = normalized activity above about 1.9%;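 also: purified mutant Fbw7 with reduced substrate affinity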
Target sequence (Q969H0 whole entry, looked up): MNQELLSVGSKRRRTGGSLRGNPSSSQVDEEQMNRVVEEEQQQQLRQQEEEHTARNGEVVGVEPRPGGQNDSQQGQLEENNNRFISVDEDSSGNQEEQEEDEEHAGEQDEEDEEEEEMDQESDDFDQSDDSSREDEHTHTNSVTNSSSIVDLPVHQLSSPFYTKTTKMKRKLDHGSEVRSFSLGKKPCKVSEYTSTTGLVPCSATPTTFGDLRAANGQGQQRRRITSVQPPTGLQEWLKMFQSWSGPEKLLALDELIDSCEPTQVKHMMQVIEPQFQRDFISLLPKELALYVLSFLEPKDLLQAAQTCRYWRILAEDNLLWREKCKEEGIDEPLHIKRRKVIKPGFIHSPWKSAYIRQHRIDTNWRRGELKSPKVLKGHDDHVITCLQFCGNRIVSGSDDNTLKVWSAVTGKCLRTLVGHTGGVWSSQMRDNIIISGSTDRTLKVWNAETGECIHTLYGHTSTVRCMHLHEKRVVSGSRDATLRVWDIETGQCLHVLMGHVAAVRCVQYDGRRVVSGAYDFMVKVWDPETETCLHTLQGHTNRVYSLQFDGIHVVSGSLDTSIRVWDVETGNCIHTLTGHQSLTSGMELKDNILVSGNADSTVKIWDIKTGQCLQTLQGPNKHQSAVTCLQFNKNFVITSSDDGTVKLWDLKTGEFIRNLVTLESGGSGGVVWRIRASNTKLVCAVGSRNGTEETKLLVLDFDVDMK
GPR151 ag: human GPR151 activation. Q8TDV0. PathHunter beta-arrestin GPR151 cells, luminescence. activation, % at 11.2 µM. 650,000 tested, 1% active; in the data active = activation above about 4.9%;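 also: 0% = median of compound wells and 100% = cells with positive control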
Target sequence (Q8TDV0 whole entry, looked up): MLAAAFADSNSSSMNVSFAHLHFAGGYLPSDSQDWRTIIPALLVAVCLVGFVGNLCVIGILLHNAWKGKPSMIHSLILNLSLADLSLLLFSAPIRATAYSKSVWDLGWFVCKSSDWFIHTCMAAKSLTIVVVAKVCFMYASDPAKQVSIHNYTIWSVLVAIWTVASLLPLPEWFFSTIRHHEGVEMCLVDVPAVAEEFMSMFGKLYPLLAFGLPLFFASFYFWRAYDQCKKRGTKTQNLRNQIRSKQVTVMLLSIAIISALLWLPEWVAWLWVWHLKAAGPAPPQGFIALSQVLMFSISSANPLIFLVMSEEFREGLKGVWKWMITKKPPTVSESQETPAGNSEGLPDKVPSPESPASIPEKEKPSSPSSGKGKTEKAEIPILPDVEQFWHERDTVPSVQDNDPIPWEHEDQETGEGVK
MITF primary: human MITF inhibition, primary screen | 650,000 tested, 0.91% active | inhibition, % at 2.6 µM | AlphaScreen MITF homodimerization, bead proximity signal | O75030; in the data active = inhibition above about 50%;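 also: 0% = vehicle wells with protein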
An asterisk follows results filed as active.

SMILES	TEAD-YAP inh	FBW7 activator	GPR151 ag	MITF primary
FC(F)(F)c1ccc(Nc2nc(NCCOc3ccccc3)c3ncn(-c4ccsc4)c3n2)cc1	-2.9	0.1	0.5	6.5
CC(C)CNC(=O)COC(=O)[C@H](C)Nc1ccc(C(F)(F)F)cc1[N+](=O)[O-]	1.5	0.1	0.8	-3.1
COc1ccc(CC(=O)Nc2ccc([N+](=O)[O-])cc2C)cc1	0.1	0.1	1.4	9.2
Cc1c(C(=O)N2CCC3(CC2)OCCO3)sc2ncn(CC(=O)N3CCCCC3C)c(=O)c12 (configuration not stated)	-3.9	-0.3	2.7	-6.3
Cc1ccc(N2C(=O)/C(=C/c3ccncc3)SC2=S)cc1	-4.8	-0.1	-1.1	2.3
COc1ccc(-c2nc(NCCO)nc(OC)n2)cn1	1.3	-0.1	-1.1	0.8
CCOc1ccc(NC(=O)c2ccccc2)c(NC(=O)c2c(-c3ccccc3Cl)noc2C)c1	-7.3	0.1	0.0	-2.9
Cc1ccc([N+](=O)[O-])cc1S(=O)(=O)NCc1cccnc1	11.3	-0.1	0.4	-4.4
O=C1COc2nc3cc4c(cc3cc2CN1Cc1ccccc1)OCO4	-3.8	0.3	-0.4	-4.6
Oc1ccccc1CNc1cccc(Br)c1	-6.4	0.0	0.0	-15.7
CN(C)CCNC(=O)Nc1cccc(Cl)c1Cl	1.4	-0.1	2.1	-7.7
Cc1ccc(S(=O)(=O)N(C)C)cc1NC(=S)N(CCC#N)Cc1cccnc1	-1.9	0.0	1.2	14.1
O=S(=O)(c1ccc2c(c1)N(Cc1ccccc1)C1CCCN21)N1CCOCC1 (configuration not stated)	5.2	-0.1	-1.8	10.4
CCN(CCn1cccn1)C(=O)c1cc(COc2ccc(F)cc2Cl)on1	-4.4	-0.1	-0.7	1.0
CC(NC(=O)COC(=O)CCOc1ccccc1)C1CC2CCC1C2 (configuration not stated)	-1.8	0.0	-2.5	6.7
CC(C)Cc1nc(SCCN2CCCCC2)c2c(=O)n(C)c(=O)n(C)c2n1	-7.2	0.3	1.7	2.7
COc1ccc(-c2nnc(SCC(=O)N(C)Cc3ccccc3)o2)cc1	11.4	-0.1	2.0	8.5
O=C(NCc1ccco1)C(=O)N1CCCCC1	9.3	0.2	-0.5	1.9
O=C(CC1(O)C(=O)N(CCc2ccccc2)c2ccccc21)c1ccccc1[N+](=O)[O-] (configuration not stated)	2.6	0.0	0.5	-3.6
CCOc1ccc(CN2CCC3(CC2)CC3C(=O)NCCc2ccccc2OC)cc1 (configuration not stated)	-1.4	-0.1	-2.4	-7.7
CCC(=O)Nc1ccc2c(c1)C(=O)NC2=O	7.7	0.0	-2.1	13.6
CCOc1ccccc1-n1c(=S)sc2c(=O)n(-c3ccccc3)c(SCC(=O)Nc3ccc(CC)cc3)nc21	2.7	0.0	-0.8	-1.7
CCN(CC)C(=Nc1ccc([N+](=O)[O-])cc1)c1ccc([N+](=O)[O-])cc1	-10.7	-0.3	0.6	18.6
Cc1ccc(Nc2nc(N3CCOCC3)nc(C)c2[N+](=O)[O-])cc1Cl	-0.2	-0.2	0.9	-5.0
C=CCNC(=O)CN(C1CCCCC1)S(=O)(=O)c1ccc(F)cc1	0.9	0.0	-0.6	-10.6
COc1ccc(C)cc1-n1nc2ccccc2n1	0.3	-0.1	-0.9	-16.2
COC(=O)c1cc(S(=O)(=O)NCc2ccccc2)cn1C	4.5	0.0	-0.4	10.1
COCCN(CCOC)Cc1cc(=O)oc2cc3c(cc12)CCC3	-20.9	-0.1	-0.5	15.5
COc1ccccc1CN1CCC(CO)(Cc2ccccc2)CC1	-0.3	0.0	1.0	-1.9
CCOC(=O)c1ccc(NC(=O)c2sc3nc(-c4ccccc4)cn3c2C)cc1	-4.2	0.0	1.3	12.2
COc1ccc(Nc2nnc(SCC(=O)OC(C)(C)C)s2)cc1	1.0	0.1	0.9	3.6
CN1C(=O)C(C)(C)c2cc(S(=O)(=O)NCC(=O)Nc3ccc(F)cc3)ccc21	7.7	-0.4	1.5	3.5
OCC1CCCN1c1nc2ncnc(NCCOc3ccccc3)c2[nH]1 (configuration not stated)	-3.4	0.0	0.0	-3.2
O=C(Cc1ccccc1)N1CCN(c2ccc(F)cc2)CC1	15.8	-0.1	0.5	3.3
Cc1cccc(NC(=O)CSc2nnc3cc(C)c4ccccc4n23)c1	13.0	0.0	1.2	4.0
CCCS(=O)(=O)NNC(=O)c1ccc(OC)cc1	-15.3	-0.2	-0.7	7.6
N#CC1=C(SCC(=O)Nc2ccc(F)cc2)NC(=O)CC1c1ccccc1F (configuration not stated)	-0.9	0.2	-0.3	16.3
O=C(Nc1ccc2c(c1)OCO2)c1csc(N2CCN(Cc3ccc4c(c3)OCO4)CC2)n1	3.7	-0.1	6.4*	0.1
O=C1CC(c2nc(-c3ccccc3F)no2)CN1c1ccc2c(c1)OCCO2 (configuration not stated)	-2.2	0.1	-0.4	10.5
CCN(CC(=O)Nc1cccc(OC)c1)C(=O)C1CCN(C(=O)Nc2ccccc2)CC1	-5.0	-0.1	0.6	-20.2
CC1CC(C)(C)NC(=S)N1CC(=O)N(C)Cc1ccccc1 (configuration not stated)	6.9	0.0	0.3	2.9
CCOc1ccc(C(=O)Nc2ccc3c(c2)OCCO3)cc1Br	-38.4	0.0	-0.7	-0.7
Cc1cccc(OCC(=O)Nc2ccc(N3CCN(C(=O)c4ccco4)CC3)cc2)c1	6.8	0.0	0.7	6.1
N#Cc1ccc(COC(=O)C2CCCCN2S(=O)(=O)c2cccc3nsnc23)cc1 (configuration not stated)	-2.5	-0.1	0.5	-12.5
Cc1noc(C)c1S(=O)(=O)N1CCCC(C(=O)N2CCCCC2)C1 (configuration not stated)	-9.4	0.1	0.3	-7.9
O=C(CNC(=O)Cc1ccccc1)N=Nc1c(O)[nH]c2ccc([N+](=O)[O-])cc12	-5.4	-0.1	-1.1	-3.8
COc1ccc(/C=C2\N=C(c3ccc(Cl)cc3)N(c3ccccc3)C2=O)cc1OC	-20.9	0.2	0.7	7.3
CCCCCc1nnc(NC(=O)c2ccccc2O)s1	-6.5	0.1	-0.1	10.8
CCCN1CCN(C(=O)c2nn(-c3ccc(OCC)cc3)c(=O)c3ccccc23)CC1	4.3	0.2	0.7	-0.4
CC1CC(=O)Nc2ccccc2S1(=O)=O (configuration not stated)	-3.4	-0.2	1.4	-3.5
CC(C)CN1CCN(Cc2ccc3cccc(F)c3n2)CC1CCO (configuration not stated)	-4.5	0.1	-0.8	6.0
C/C(=N\Nc1ccc(F)cc1)c1ccc(N2CCN(CCC#N)CC2)c(F)c1	1.7	0.1	0.0	-0.5
O=C(CCCCCN1C(=O)c2ccccc2C1=O)NC1CCCC1	1.0	0.1	-0.3	5.0
O=C(O)CSCc1cccc([N+](=O)[O-])c1	-4.5	-0.1	0.3	13.2
CN(C)C(=O)CSc1nnc(-c2ccncc2)n1Cc1ccco1	-21.1	0.1	1.0	-5.6
C=CCNC(=O)NC(=O)Cn1nnc(-c2ccc(Cl)cc2)n1	4.0	0.0	-1.4	0.6
CCc1cccc(NC(=O)Cn2c(=O)oc3cc(S(=O)(=O)N4CCOCC4)ccc32)c1	10.6	-0.1	-0.1	10.3
O=C(Cn1c(NCCCO)nc2ccccc21)c1ccc([N+](=O)[O-])cc1	8.6	0.0	0.0	3.9
Brc1ccccc1-c1nc2c3c4c(sc3ncn2n1)CCCCC4	5.1	0.2	0.1	10.1
CCOc1cc(N2CCN(c3ccc(C(C)=O)cc3)CC2)c([N+](=O)[O-])cc1OCC	5.6	0.0	0.9	7.3

Arranged by molecular weight (smallest number first): 6 of the compounds above
SMILES	TEAD-YAP inh	FBW7 activator	GPR151 ag	MITF primary
CC1CC(=O)Nc2ccccc2S1(=O)=O (configuration not stated)	-3.4	-0.2	1.4	-3.5
CCCCCc1nnc(NC(=O)c2ccccc2O)s1	-6.5	0.1	-0.1	10.8
O=C(CNC(=O)Cc1ccccc1)N=Nc1c(O)[nH]c2ccc([N+](=O)[O-])cc12	-5.4	-0.1	-1.1	-3.8
Brc1ccccc1-c1nc2c3c4c(sc3ncn2n1)CCCCC4	5.1	0.2	0.1	10.1
CCOc1cc(N2CCN(c3ccc(C(C)=O)cc3)CC2)c([N+](=O)[O-])cc1OCC	5.6	0.0	0.9	7.3
COc1ccc(/C=C2\N=C(c3ccc(Cl)cc3)N(c3ccccc3)C2=O)cc1OC	-20.9	0.2	0.7	7.3

The listing continues:
SMILES	TEAD-YAP inh	FBW7 activator	GPR151 ag	MITF primary
Cc1ccc(S(=O)(=O)N(C)c2ccccc2)s1	4.3	-0.1	-1.9	-15.0
COc1ccccc1C(=O)c1nc(-c2ccc(Cl)cc2)no1	-53.9	0.0	0.0	-13.5
COc1cccc(/C(O)=C/C(=O)C(F)(F)F)c1	-13.9	0.1	0.4	8.1
CC(C)n1c(=O)n(CC(=O)NC2CC2)c2cccnc21	-10.1	0.0	-0.2	-3.4
COc1ccc(C(c2ccccn2)N(C)C(=O)C2CCN(C(=O)c3ccoc3)CC2)cc1 (configuration not stated)	-8.4	-0.4	0.2	-4.0
N/C(=N/O)c1cc[n+](CCC[n+]2ccc(/C(N)=N\O)cc2)cc1	-3.6	0.1	0.6	-16.1
Cc1nn(C)cc1CNc1nc2nonc2nc1N1CCCCC1	5.1	0.2	2.0	9.3
Cc1ccc(S(=O)(=O)Nc2ccc3oc4c(c3c2)C(=O)CC(C)(C)C4)cc1	0.8	0.1	-0.2	-17.1
COCC(=O)NCC1CCC2(CCN(Cc3c[nH]c4ccccc34)CC2)O1 (configuration not stated)	-1.2	0.1	-0.4	-2.1
O=C(Nc1nc(-c2ccc(Br)cc2)cs1)c1ccc(S(=O)(=O)N2CCCC2)cc1	1.7	-0.1	0.6	8.1
Cc1noc(C)c1COc1ccc(C(=O)OCc2ccc(F)cc2)cc1	5.2	0.0	-0.4	1.5
CCOC(=O)CN(Cc1ccccc1)S(=O)(=O)c1ccc([N+](=O)[O-])cc1	-9.0	-0.2	-0.5	-3.8
CCN(CC)c1cc(Nc2ccccc2Cl)c([N+](=O)[O-])c2nonc12	-16.7	0.1	0.6	2.4
Cc1ccc(S(=O)(=O)Nc2ccc(C(=O)NC(C)c3ccccc3)cc2)cc1 (configuration not stated)	1.6	0.6	-0.4	35.2
CCOc1ccc(-n2c(CNC(=O)c3cccc(F)c3)nnc2SCC(=O)N2N=C(c3cccs3)CC2c2ccc(F)cc2)cc1 (configuration not stated)	-7.3	-0.2	0.5	-6.9
COC(CNC(=O)c1c[nH]c2ccc(S(=O)(=O)N3CCc4ccccc4C3)cc2c1=O)OC	10.1	0.0	0.1	-2.5
Cc1cc2c(cc1C)NC(CC(=O)Nc1ccc(F)cc1)C(=O)N2 (configuration not stated)	-9.5	-0.1	1.0	-10.8
CC(C)CS(=O)(=O)C1=NSC2=NC(=O)/C(=C\c3ccc(N(C)C)cc3)C(=N)N21	4.6	0.1	2.1	6.8
CCc1cccc(CC)c1NC(=O)c1cccnc1	2.2	-0.1	-0.2	-20.9
COc1ccc(-c2nc(-n3[nH]c(C)c(CCO)c3=O)ncc2C)cc1F	4.6	-0.3	3.0	35.1
Cc1ccc(C(=O)N2CCN(c3ccc(Cl)cc3[N+](=O)[O-])CC2)cc1	0.8	-0.6	-0.1	6.9
O=C(/C=C/c1ccc(Cl)c(Cl)c1)N1CCOCC1	-27.2	-0.4	-1.4	-1.9
COc1ccc(C(CC(=O)Nc2cccc(F)c2)n2cccc2)cc1 (configuration not stated)	-62.1	-0.1	-0.8	17.9
Cc1cc(NC(=O)CSc2nc3ccsc3c(=O)n2Cc2ccccc2)no1	-1.2	-0.1	3.5	-6.6
CCN(CC)C(=O)C1CCCN(c2cc(C(=O)Nc3ccc(N4CCOCC4)cc3)ccn2)C1 (configuration not stated)	9.3	-0.3	-1.2	29.7
CCOC(=O)c1ccc2c(c1)sc(=NC(=O)C1=COCCO1)n2C	-6.8	0.2	1.1	2.8
CCOc1ccc(NC(=O)c2oc(=O)c3ccccc3c2-c2ccccc2)cc1	4.8	0.0	-1.0	4.4
COc1ccc(-c2nc3cnccn3c2NC2CCCC2)cc1CO	-9.3	0.2	-1.8	-14.4
CCCCc1ccc(C#N)c(SCc2c(C(=O)OCC)c3cc(OC(C)=O)c(Br)cc3n2C)n1	-8.0	0.1	1.2	4.2
CCC(C)NC(=O)C1CCC(=O)N(c2ccc(OC)cc2)C1c1ccc(F)cc1 (configuration not stated)	0.7	0.0	0.7	15.3
O=C(Nc1ccc(N2CCCC2)cc1)c1ccccc1[N+](=O)[O-]	-7.2	0.0	0.1	11.1
CS(=O)(=O)NC12CC3CC(CC(C3)C1)C2	3.0	-0.1	0.4	9.1
Clc1ccc(-c2nc(Cl)nc3ccccc23)cc1	4.1	-0.1	-1.3	-1.7
Cn1c(=O)c2c(nc(CN3CCOCC3)n2Cc2c(Cl)cccc2Cl)n(C)c1=O	-5.7	0.0	2.7	-8.1
Fc1ccc(NC(=S)N2CCc3ccccc32)cc1	7.2	0.0	1.5	3.8
COc1ccc(Cl)cc1NC(=O)c1c(O)c2cccc3c2n(c1=O)CCC3	2.5	0.0	-0.5	4.5

A few values from above:
O=C(Cn1c(NCCCO)nc2ccccc21)c1ccc([N+](=O)[O-])cc1 in TEAD-YAP inh is listed with 8.6
CCOc1cc(N2CCN(c3ccc(C(C)=O)cc3)CC2)c([N+](=O)[O-])cc1OCC in MITF primary is listed with 7.3
CCN(CC)c1cc(Nc2ccccc2Cl)c([N+](=O)[O-])c2nonc12 in TEAD-YAP inh is listed with -16.7
CCOc1ccc(CN2CCC3(CC2)CC3C(=O)NCCc2ccccc2OC)cc1 (configuration not stated) in TEAD-YAP inh is listed with -1.4
CCOc1ccc(C(=O)Nc2ccc3c(c2)OCCO3)cc1Br in MITF primary is listed with -0.7

Two compounds drawn at random from the list so far:
SMILES	TEAD-YAP inh	FBW7 activator	GPR151 ag	MITF primary
CCC(=O)Nc1ccc2c(c1)C(=O)NC2=O	7.7	0.0	-2.1	13.6
O=C1CC(c2nc(-c3ccccc3F)no2)CN1c1ccc2c(c1)OCCO2 (configuration not stated)	-2.2	0.1	-0.4	10.5
